inhibitors of VEEV: inhibitors of VEEV TC-83 cytopathic effect, confirmation, Vero cells (AID 588727); Vero cells, VEEV TC-83 cytopathic effect inhibition; higher % means a stronger effect; inhibition, % at 20 µM; hits with a dose series show IC50 in µM; 0.13% of 350,000 active; in the data active = a potency from the dose series; inconclusive = inhibition mostly from about 14% at the one dose, without a potency; inactive = the rest, 99 in 100 with inhibition below about 12%; note: strong numbers were not always called active
tuberculosis growth: growth inhibition of non-replicating M. tuberculosis (AID 488890); Mycobacterium tuberculosis non-replicating, growth inhibition; higher % means a stronger effect; inhibition, % at 25 µM; hits with a dose series show IC50 in µM; 0.39% of 320,000 active; in the data active = a potency from the dose series; inconclusive = inhibition mostly from about 82% at the one dose, without a potency; inactive = the rest, 99 in 100 with inhibition below about 76%;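 note: plate controls were DMSO cells for no effect and high antibiotic wells for full effect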
influenza NS1A: NS1A inhibition, H1N1 influenza, cell based functional assay (AID 504329). NS1A functional cell-based assay, percent inhibition; higher % means a stronger effect. inhibition, % at 12.5 µM, or IC50 in µM where a hit was titrated. 0.3% of 340,000 active; in the data active = a potency from the dose series; inconclusive = inhibition above about 27% without an active follow-up result; note: strong numbers were not always called active
H37Rv inhibition: M. tuberculosis growth inhibition, HTS (AID 449762) | M. tuberculosis H37Rv growth inhibition, 7H9 media; higher % means a stronger effect | inhibition, % at 25 µM, or IC50 in µM where a hit was titrated | 0.59% of 330,000 active; in the data active = a potency from the dose series; inconclusive = inhibition above about 70% without an active follow-up result;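 note: bacterial growth assessed after seven days of incubation; strong numbers were not always called active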
Salmonella PhoP GFP: PhoP regulon inhibitors, Salmonella typhi PhoP promoter GFP reporter, confirmatory (AID 1850) | one-dose inhibition, % at 50 µM; IC50 in µM for titrated hits | Salmonella Typhi PhoP-promoter GFP reporter, fluorescence, 4 h; higher % means a stronger effect | 0.33% of 310,000 active; in the data active = a potency from the dose series; inconclusive = inhibition mostly from about 25% at the one dose, without a potency; inactive = the rest, 99 in 100 with inhibition below about 19%;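 note: 0% = induced wells with vehicle and 100% = uninduced wells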
The depositor's hits bear a star; i = inactive; u = inconclusive; x = not tested or not shown.

Compound,inhibitors of VEEV,tuberculosis growth,influenza NS1A,H37Rv inhibition,Salmonella PhoP GFP
COCCn1c(-c2ccc(OC)cc2)nc2oc3cc(OC)ccc3c(=O)c2c1=O,i,17.0%,6.4%,4.8%,-17.6%
Cc1cc(Br)ccc1NC(=O)CN(C)C(=O)C1CCN(C(=O)c2ccc(F)cc2)CC1,1.9%,-22.2%,-7.1%,-15.3%,1.1%
CC(C)C/C(O)=C/c1nc2cc(Cl)ccc2oc1=O,i,74.3%,-3.6%,u,-18.3%
O=C(Nc1ccncc1)c1ccccc1F,1.7%,-11.8%,12.3%,-2.1%,-0.4%
CC(=O)CC(=O)Nc1nc(C)cc(C)n1,0.9%,-5.5%,-0.4%,-1.2%,2.2%
CCOC(=O)N1CCN(C(=O)c2c(Cl)cnn2C)CC1,1.4%,-8.5%,-2.5%,8.2%,-3.1%
COc1ccc(OC)c(NC(=O)N[C@@H](Cc2ccccc2)C(=O)O)c1,2.8%,-12.9%,13.8%,-4.7%,1.5%
CN1CN(C)c2ccc([N+](=O)[O-])c3cccc1c23,1.3%,-4.0%,11.3%,-2.4%,-14.4%
Cc1ccc(OCc2ccc(C(=O)Nc3cc(C)on3)o2)c([N+](=O)[O-])c1,i,-7.8%,-7.1%,-8.3%,-7.5%
Cc1cc(C)n(NC(=S)NC2CCCC2)c(=O)c1C#N,i,42.5%,-1.7%,0.6%,5.0%
Cc1cccc(Nc2nc(N)nc(CN3CCN(c4ccccc4)CC3)n2)c1,10.5%,68.8%,-3.1%,51.2%,9.5%
Cn1c(=O)c2c(nc(OCc3cccnc3)n2Cc2ccccc2)n(C)c1=O,2.5%,6.3%,-8.4%,-2.0%,-3.1%
Oc1ccccc1CNCCCNCc1ccccc1O,10.3%,48.7%,9.7%,-1.3%,7.2%
Cc1onc(-c2ccccc2)c1C(=O)N1CCN(S(=O)(=O)c2ccccc2C(F)(F)F)CC1,i,14.4%,-2.3%,6.4%,-5.8%
O=C(CCNC(=O)c1ccc(Br)cc1)Nc1ccccc1N1CCOCC1,2.6%,4.7%,1.6%,2.5%,-0.8%
COCCCNC(=O)c1c(NC(=O)c2ccco2)n(Cc2ccccc2)c2nc3ccccc3nc12,8.8%,32.3%,7.1%,6.2%,-16.4%
Cc1cccc(N2CCN(C(=O)CCn3c(=S)[nH]c4cc5c(cc4c3=O)OCO5)CC2C)c1 (stereo not drawn),4.1%,14.8%,1.9%,u,4.8%
CCOC(=O)c1c(C)n(-c2ccc(C)cc2)c2ccc(OCC(O)CN3CCN(C)CC3)cc12 (stereo not drawn),i,x,27.4%,x,x
CN1CCN(C(=O)/C(=C/c2cccc([N+](=O)[O-])c2)NC(=O)c2ccccc2)CC1,i,-4.5%,3.4%,-14.2%,-7.9%
O=C(CCN1C(=O)/C(=C\c2ccco2)SC1=S)Nc1ccc(C(=O)O)c(O)c1,5.7%,59.5%,13.3%,8.4%,-8.8%

Copied from the entries so far (18 entries):
Compound,inhibitors of VEEV,tuberculosis growth,influenza NS1A,H37Rv inhibition,Salmonella PhoP GFP
COCCn1c(-c2ccc(OC)cc2)nc2oc3cc(OC)ccc3c(=O)c2c1=O,i,17.0%,6.4%,4.8%,-17.6%
Cc1cc(Br)ccc1NC(=O)CN(C)C(=O)C1CCN(C(=O)c2ccc(F)cc2)CC1,1.9%,-22.2%,-7.1%,-15.3%,1.1%
CC(C)C/C(O)=C/c1nc2cc(Cl)ccc2oc1=O,i,74.3%,-3.6%,u,-18.3%
O=C(Nc1ccncc1)c1ccccc1F,1.7%,-11.8%,12.3%,-2.1%,-0.4%
CC(=O)CC(=O)Nc1nc(C)cc(C)n1,0.9%,-5.5%,-0.4%,-1.2%,2.2%
CCOC(=O)N1CCN(C(=O)c2c(Cl)cnn2C)CC1,1.4%,-8.5%,-2.5%,8.2%,-3.1%
COc1ccc(OC)c(NC(=O)N[C@@H](Cc2ccccc2)C(=O)O)c1,2.8%,-12.9%,13.8%,-4.7%,1.5%
CN1CN(C)c2ccc([N+](=O)[O-])c3cccc1c23,1.3%,-4.0%,11.3%,-2.4%,-14.4%
Cc1ccc(OCc2ccc(C(=O)Nc3cc(C)on3)o2)c([N+](=O)[O-])c1,i,-7.8%,-7.1%,-8.3%,-7.5%
Cc1cc(C)n(NC(=S)NC2CCCC2)c(=O)c1C#N,i,42.5%,-1.7%,0.6%,5.0%
Cc1cccc(Nc2nc(N)nc(CN3CCN(c4ccccc4)CC3)n2)c1,10.5%,68.8%,-3.1%,51.2%,9.5%
Cn1c(=O)c2c(nc(OCc3cccnc3)n2Cc2ccccc2)n(C)c1=O,2.5%,6.3%,-8.4%,-2.0%,-3.1%
Oc1ccccc1CNCCCNCc1ccccc1O,10.3%,48.7%,9.7%,-1.3%,7.2%
Cc1onc(-c2ccccc2)c1C(=O)N1CCN(S(=O)(=O)c2ccccc2C(F)(F)F)CC1,i,14.4%,-2.3%,6.4%,-5.8%
O=C(CCNC(=O)c1ccc(Br)cc1)Nc1ccccc1N1CCOCC1,2.6%,4.7%,1.6%,2.5%,-0.8%
COCCCNC(=O)c1c(NC(=O)c2ccco2)n(Cc2ccccc2)c2nc3ccccc3nc12,8.8%,32.3%,7.1%,6.2%,-16.4%
Cc1cccc(N2CCN(C(=O)CCn3c(=S)[nH]c4cc5c(cc4c3=O)OCO5)CC2C)c1 (stereo not drawn),4.1%,14.8%,1.9%,u,4.8%
CCOC(=O)c1c(C)n(-c2ccc(C)cc2)c2ccc(OCC(O)CN3CCN(C)CC3)cc12 (stereo not drawn),i,x,27.4%,x,x

(list continues)
Short forms: A = inhibitors of VEEV; B = tuberculosis growth; C = influenza NS1A; D = H37Rv inhibition; E = Salmonella PhoP GFP
> CC(=O)c1ccccc1OCC(O)CNC1CCCC1 (stereo not drawn)
  A = 0.2%; B = -4.7%; C = 5.1%; D = -1.1%; E = 0.1%

> C=CCNc1ncnc2c1cnn2-c1ccc(Cl)cc1
  A = 9.8%; B = x; C = 9.1%; D = -2.5%; E = -2.3%

> CCOC(=O)C(NC(C)=O)C(OC(C)=O)c1cccc([N+](=O)[O-])c1 (stereo not drawn)
  A = 0.3%; B = -8.7%; C = 20.8%; D = 5.9%; E = -6.8%

> Cc1nn(C(C)(C)C)c(NC(=O)c2ccc(Cl)cc2)c1Br
  A = 1.4%; B = -6.2%; C = x; D = -3.5%; E = 13.5%

> O=C(Nc1cccc(C2=NCCN2)c1)Nc1cccc(C2=NCCN2)c1
  A = 0.5%; B = 36.0%; C = 10.4%; D = 1.1%; E = 71.9µM*

> O=C(Nc1cccc(C(F)(F)F)c1)c1cccc(NS(=O)(=O)c2ccc(Br)c(C(=O)O)c2)c1
  A = 1.8%; B = 2.1%; C = -8.8%; D = 1.6%; E = 7.7%

> CC(C)c1nnc(NC(=O)Cc2cccs2)s1
  A = 0.2%; B = -19.9%; C = -2.3%; D = -7.8%; E = -6.7%

> Cc1nn(CC(C)C)c(=S)[nH]c1=O
  A = 0.3%; B = -6.7%; C = 0.6%; D = 0.1%; E = 8.3%

> CCOC(=O)c1c(NC(=O)CN2C(=O)NC3(CCCCC3C)C2=O)sc(C(=O)N(C)C)c1C (stereo not drawn)
  A = 4.5%; B = -3.5%; C = -10.3%; D = -2.3%; E = -5.0%

> CCOc1ccc(-n2c(-c3ccccc3)c[nH]c2=S)cc1
  A = 1.1%; B = -9.2%; C = 11.8%; D = 5.3%; E = 7.2%

> Brc1cccc(C2Nc3cccc4cccc(c34)N2)c1
  A = i; B = 18.9%; C = -2.9%; D = 1.1%; E = 0.8%

> CC(=O)Nc1ccc(C(=O)NN2C(=O)c3ccccc3C2=O)cc1
  A = 7.5%; B = 5.2%; C = -2.8%; D = 3.0%; E = 7.2%

> CCOC(=O)C1=C(c2ccccc2)OC(N)=C(C#N)C1C1CCCCC1 (stereo not drawn)
  A = 5.3%; B = 15.3%; C = 6.2%; D = 2.2%; E = 14.9%

> CCN1CCN(CC(=O)N2N=C(c3cccs3)CC2c2ccc(F)cc2)C(=O)C1=O (stereo not drawn)
  A = 1.1%; B = 17.9%; C = -0.4%; D = 0.0%; E = 0.8%

> COc1ccccc1NC(=O)COC(=O)c1cc(C)oc1C
  A = 1.5%; B = 55.5%; C = -0.6%; D = 5.2%; E = x

Another view of part of the listing above.
Every second line gives: inhibitors of VEEV	tuberculosis growth	influenza NS1A	H37Rv inhibition	Salmonella PhoP GFP
Cc1cccc(N2CCN(C(=O)CCn3c(=S)[nH]c4cc5c(cc4c3=O)OCO5)CC2C)c1 (stereo not drawn)
→ 4.1%	14.8%	1.9%	u	4.8%
CCOC(=O)c1c(C)n(-c2ccc(C)cc2)c2ccc(OCC(O)CN3CCN(C)CC3)cc12 (stereo not drawn)
→ i	x	27.4%	x	x

The list goes on:
Short forms: A = inhibitors of VEEV; B = tuberculosis growth; C = influenza NS1A; D = H37Rv inhibition; E = Salmonella PhoP GFP
> Cc1ccc(C(=O)NC(=S)NNC(=O)COc2ccc([N+](=O)[O-])cc2)cc1
  A = 6.6%; B = 78.1%; C = 2.3%; D = 4.0%; E = 11.5%

> O=C(CCNC(=O)c1ccc([N+](=O)[O-])cc1)N/N=C/c1ccc(F)cc1
  A = 2.3%; B = 9.9%; C = -5.7%; D = 1.1%; E = 3.0%

> CCc1ccc(NCc2cc3c(C)nn(-c4ccccc4)c3[nH]c2=O)cc1
  A = i; B = u; C = 4.7%; D = u; E = -1.3%

> CCCCCn1c(=O)c(C(=O)Nc2ccccc2C)c(O)c2ccccc21
  A = 3.7%; B = -22.9%; C = -3.7%; D = 4.4%; E = 3.2%

> CC1CCCC=CC2CC(OC(=O)CN(C)C)CC2C(O)C=CC(=O)O1 (stereo not drawn)
  A = 7.7%; B = x; C = -19.2%; D = x; E = x

> CC(C)CCN(C)C1CCN(C(=O)Nc2c(F)cccc2F)CC1
  A = 0.3%; B = x; C = 6.5%; D = -6.2%; E = -5.7%

> CCOc1ccc(S(=O)(=O)Nc2ccc3c(c2)OCO3)c2cccnc12
  A = 4.4%; B = 14.9%; C = 12.3%; D = -7.9%; E = -4.8%

> Cc1ccccc1C(=O)c1cccn1CC(=O)NCc1cccc(Cl)c1
  A = 3.3%; B = 14.4%; C = 0.2%; D = 4.7%; E = 2.4%

> CN(c1ccccc1)c1nc(N)c([N+](=O)[O-])c(N2CCCCC2)n1
  A = 4.0%; B = 14.9%; C = 8.1%; D = 5.2%; E = 5.5%

Screening results deposited in PubChem by Southern Research Specialized Biocontainment Screening Center.
